KCC2 mod: KCC2 (human) Cl- transport modulation. AID 1456. Q9H2X9. KCC2 cells, thallium flux FluoZin-2 fluorescence. hit rate 2.2% among 190,000. B-score of Tl+ flux slope (higher = more flux/activation; lower = inhibition) at 10 µM;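 active = thallium flux slope and its plate-corrected score both differing from the plate sample mean at a set confidence after two filtering rounds, in either direction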;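 note: slope of fluorescence scaled to starting intensity during 10 to 20 s after thallium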
Rad51 HR inh: Rad51 (human) homologous recombination inhibition | hRad51 DNA strand exchange, fluorescence dequenching | inhibition, % at 10 µM | hit rate 0.085% among 200,000 | AID 1385 | Q06609;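 active = inhibition above 40% at the single screening dose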;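 note: 0% = DMSO control wells and 100% = blanks with heterologous ssDNA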
Target sequence (Q06609 whole entry, looked up): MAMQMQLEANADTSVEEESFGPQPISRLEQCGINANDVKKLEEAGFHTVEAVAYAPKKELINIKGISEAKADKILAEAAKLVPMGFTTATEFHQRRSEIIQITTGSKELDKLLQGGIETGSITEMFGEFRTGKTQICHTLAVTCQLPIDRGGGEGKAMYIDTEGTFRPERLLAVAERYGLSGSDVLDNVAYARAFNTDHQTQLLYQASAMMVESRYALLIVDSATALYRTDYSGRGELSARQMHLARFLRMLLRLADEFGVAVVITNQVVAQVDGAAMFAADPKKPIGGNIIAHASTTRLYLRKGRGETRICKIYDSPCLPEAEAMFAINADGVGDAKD
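Test system: preformed human Rad51 ssDNA filaments; also added: Donor/quencher-labelled 47-bp dsDNA substrate; doses: 10 µM final, single point; times: 37 °C 15-min filament assembly, 30-min compound preincubation, 15-min exchange; detection: FRET fluorescence dequenching, excitation 485 nm, emission 520 nm; read-out basis: Fluorescence-based percent inhibition, control- and blank-normalised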
L929 necroptosis: blocks zVAD induced death of L929 cells. L929 zVAD necroptosis rescue, ATP luminescence, 24 h; with zVAD 60 µM. AID 1377. viability rescue, % at 10 µM. hit rate 0.38% among 220,000;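 active = activation, scaled between plate controls, above about 75%, limit read from the data; inactive = activation under that limit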;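 note: 0% = zVAD with DMSO and 100% = DMSO alone without zVAD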
EBV gp42 block: inhibitors of Epstein-Barr virus glycoprotein 42; Q1HVG2; Fluorescence polarization binding assay, mP read-out; inhibition, % (tested at 21.74 µM); hit rate 0.42% among 220,000; AID 1085; in the data active = inhibition above about 50%
Target sequence (Q1HVG2 whole entry, looked up): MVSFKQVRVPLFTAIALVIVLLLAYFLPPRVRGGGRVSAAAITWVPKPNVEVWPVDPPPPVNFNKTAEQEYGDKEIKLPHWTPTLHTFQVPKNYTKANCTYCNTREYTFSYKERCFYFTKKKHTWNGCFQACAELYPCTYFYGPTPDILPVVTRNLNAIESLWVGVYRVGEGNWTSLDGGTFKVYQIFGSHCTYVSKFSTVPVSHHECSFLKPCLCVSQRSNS
TNF necrop inh: inhibitors of TNF-alpha induced necroptosis in Jurkat FADD-/- cells; hit rate 0.068% among 220,000; Jurkat FADD-/- TNF necroptosis rescue, ATP luminescence, 24 h; 0 = TNF only, 100 = no-TNF cells; activation (protection from cell death), % at 10 µM;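 active = activation, meaning protection from cell death, of at least 50% relative to plate controls; inactive = activation below 50%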;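 note: necroptosis triggered by 40 ng/mL TNF-alpha added together with compound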
eIF4E-4G inh: blocks eIF4E binding to eIF4G | P63073+Q04637 | TR-FRET eIF4E-eIF4GI(517-606) binding, 2 h | inhibition, % at 21.7 µM | hit rate 0.37% among 220,000 | AID 782;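 active = inhibition above about 30%, limit read from the data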;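 note: 0% = full FRET control wells and 100% = background wells lacking eIF4GI fragment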
MDM2 E3 inh: Mdm2 E3 ligase (human) inhibition; Q00987; cell-based MDM2 ubiquitination luciferase reporter, 2 h; 0 = plate control, 100 = twice control, blank-subtracted; signal enhancement, % at 5 µM; hit rate 0.11% among 210,000;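 active = signal enhancement of 30% or more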;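 note: luminescence tracks abundance of the self-degrading MDM2-luciferase fusion protein; higher signal means inhibition of MDM2 E3 ligase activity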
Target sequence (Q00987 whole entry, looked up, the tested form may be a part): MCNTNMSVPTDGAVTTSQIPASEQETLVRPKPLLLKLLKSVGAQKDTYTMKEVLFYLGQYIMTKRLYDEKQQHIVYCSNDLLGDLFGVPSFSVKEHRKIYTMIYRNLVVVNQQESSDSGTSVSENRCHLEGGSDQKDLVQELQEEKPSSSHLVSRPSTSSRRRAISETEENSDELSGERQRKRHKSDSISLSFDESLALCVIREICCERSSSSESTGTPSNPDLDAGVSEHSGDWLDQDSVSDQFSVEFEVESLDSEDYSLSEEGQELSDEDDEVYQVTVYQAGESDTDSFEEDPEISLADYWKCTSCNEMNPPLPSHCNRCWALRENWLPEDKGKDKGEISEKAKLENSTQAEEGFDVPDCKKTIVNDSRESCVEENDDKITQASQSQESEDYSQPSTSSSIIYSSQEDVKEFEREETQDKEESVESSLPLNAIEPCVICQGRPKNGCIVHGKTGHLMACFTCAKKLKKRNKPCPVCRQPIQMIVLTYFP
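Buffer or medium: Cells held in DMEM | Assay system: Stable mammalian line carrying autodegrading MDM2–luciferase fusion reporter | Quantity: 2000 cells/well | Times: 4 h settle plus 2 h compound, 37 °C | Doses: One concentration, 5 µM, with 0.2% DMSO | Technique: Luminescence with SteadyLite reagent, 15 min at room temperature | Benchmarks: Plate controls and plate blanks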
PERK inh: inhibitors of human PERK kinase; hit rate 0.17% among 220,000; CHO PERK-DD fusion, SEAP luminescence translation reporter; Q9NZJ5; AID 1416; inhibition, % at 5.6 µM;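 active = inhibition above the mean inhibition of all tested compounds plus 3 SD, set separately per screening campaign, cut at about 2.9% in these data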;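 note: PERK kinase domain activated by AP20187 dimerizer at 100 nM; 0% = DMSO with dimerizer and 100% = rapamycin at 8.4 µM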
Calpain2 inh: inhibitors of pig calpain II. AID 1236. purified calpain II, fluorogenic peptide substrate, 30 min. hit rate 0.37% among 220,000. inhibition, % at 16 µM;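 active = inhibition above about 50%, limit read from the data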
* = called active by the depositor; / = not tested or not shown; [ ] = another dose, or the depositor's remark.

SMILES | KCC2 mod | Rad51 HR inh | L929 necroptosis | EBV gp42 block | TNF necrop inh | eIF4E-4G inh | MDM2 E3 inh | PERK inh | Calpain2 inh
COc1cc(NS(=O)(=O)c2ccc(NC(=S)NC(=O)/C=C/c3ccc(OC)c(OC)c3)cc2)ncn1 | -0.032 | 7 | 3.1 | 0 | 0.5 | 6 | -11 | 1.4 | -43
N/C(=N\OS(=O)(=O)c1ccccc1)c1cccnc1 | 0.004 | 2 | 1.0 | -279 | 0.9 | -3 | 2 | 1.5 | -15
CC(C)C(=O)c1cn(CC(=O)N2CCCc3ccccc32)c2ccccc12 | -1.6 | -1 | 1.4 | -12 | -1.4 | 3 | 4 | -0.9 | 1
CCCn1c2c(c(O)c(C(=O)Nc3ncccc3C)c1=O)CCCC2 | -0.99 | -3 | 1.9 | -6 | 1.1 | -4 | -3 | 0.0 | -67
Cc1onc(-c2ccccc2)c1C(=O)n1cc(Br)cn1 | / | 2 | 0.1 | -19 | -1.6 | 4 | -3 | 2.1 | -20
OC(COc1ccc2cc(Br)ccc2c1)CN1CCCC1 (configuration not stated) | / | 8 | 7.0 | -9 | 1.8 | -8 | -5 | 0.4 | -21
CCOC(=O)c1cn(CC)c2cc(N3CCOCC3)c(F)cc2c1=O | -0.2 | -4 | 1.3 | -31 | -5.3 | 2 | -15 | 0.9 | -66
CCCCc1c(O)nc(SCC(=O)O)[nH]c1=O | -1 | 5 | 8.4 | -12 | 0.2 | -1 | 7 | 1.6 | -25
O=c1c2ccccc2[nH]c(=S)n1CC1CCCO1 (configuration not stated) | 2 | 1 | 0.1 | / | -2.9 | / | / | 0.9 | /
COc1ccc(NC(=O)COc2ccc(/C=N/n3c(C)nnc3C)cc2OC)cc1 | -1.4 | -3 | -0.6 | -12 | -0.2 | 1 | -15 | -0.2 | -34
CNC(=O)COc1ccc(-c2nn(C)c(=O)c3ccccc23)cc1 | 0.65 | 2 | -0.5 | -15 | 5.4 | -5 | -11 | -0.1 | -28
O=C(Cc1cccs1)N/N=C/C=C/c1ccccc1[N+](=O)[O-] | -0.24 | / | 1.2 | -14 | 2.2 | 1 | -3 | -0.3 | -5
CN(C)c1ccc(-c2nnc(-c3ccc(S(=O)(=O)C(F)F)cc3)o2)cc1 | -1.4 | -11 | 1.2 | 13 | -0.3 | -32 | -11 | 1.1 | -60
COc1ccc2nc(NC(=O)CS(=O)(=O)Cc3ccccc3)sc2c1 | -0.86 | 10 | 1.9 | -1 | 0.9 | 0 | -18 | -1.1 | -22
CCCNC(=O)CCNC(=O)c1ccc(C(C)(C)C)cc1 | -0.31 | -1 | 0.4 | -22 | 1.0 | -1 | 5 | 1.0 | 2
CC(C(=O)Nc1ccc2c(c1)OCO2)N1CCN(C)CC1 (configuration not stated) | 0.46 | -6 | 0.5 | -10 | 0.2 | -3 | -21 | 2.0 | -4
COc1ccc(NC(=O)Nc2cc(C)ccc2F)cc1OC | -0.92 | -5 | 1.8 | -9 | -0.1 | 2 | -5 | 1.3 | -1
C=CCn1c(SCc2csc(C)n2)nc2scc(-c3ccc(C)o3)c2c1=O | 0.11 | -4 | 0.1 | -9 | 0.0 | 5 | -14 | 0.4 | 14
COc1cc(C(=O)CCN2CCC(c3ccccc3)C2)cc(OC)c1OC (configuration not stated) | 0.099 | -16 | 0.4 | 4 | 0.4 | -2 | -3 | 1.1 | -3
CCOc1ccccc1C(C(=O)NCCOC)N(CCOC)C(=O)Cn1nnc2ccccc21 (configuration not stated) | 0.43 | / | -0.2 | -4 | 0.3 | 0 | -20 | 0.2 | -17

Part of the list above, tab-delimited:
SMILES	KCC2 mod	Rad51 HR inh	L929 necroptosis	EBV gp42 block	TNF necrop inh	eIF4E-4G inh	MDM2 E3 inh	PERK inh	Calpain2 inh
COc1ccc2nc(NC(=O)CS(=O)(=O)Cc3ccccc3)sc2c1	-0.86	10	1.9	-1	0.9	0	-18	-1.1	-22
CCCNC(=O)CCNC(=O)c1ccc(C(C)(C)C)cc1	-0.31	-1	0.4	-22	1.0	-1	5	1.0	2
CC(C(=O)Nc1ccc2c(c1)OCO2)N1CCN(C)CC1 (configuration not stated)	0.46	-6	0.5	-10	0.2	-3	-21	2.0	-4
COc1ccc(NC(=O)Nc2cc(C)ccc2F)cc1OC	-0.92	-5	1.8	-9	-0.1	2	-5	1.3	-1
C=CCn1c(SCc2csc(C)n2)nc2scc(-c3ccc(C)o3)c2c1=O	0.11	-4	0.1	-9	0.0	5	-14	0.4	14

Next entries follow:
SMILES | KCC2 mod | Rad51 HR inh | L929 necroptosis | EBV gp42 block | TNF necrop inh | eIF4E-4G inh | MDM2 E3 inh | PERK inh | Calpain2 inh
O=C(c1cc2c(s1)CCCC2)N1CCN(C(=O)C2CCCO2)CC1 (configuration not stated) | / | 2 | -1.4 | -14 | -1.7 | -1 | -7 | 0.2 | -18
Cc1cccc(NC(=O)CSc2nc3c(c(=O)[nH]2)CCC3)c1C | 1 | -4 | 1.2 | -7 | 2.1 | 1 | -12 | 0.2 | -6
COc1ccc(N2CCCn3c2nc2c3c(=O)n(CCCc3ccccc3)c(=O)n2C)cc1 | -0.85 | / | 0.7 | 4 | -1.0 | 3 | -12 | -0.8 | -7
Cc1ccc(N(CCCCN2C(=O)c3ccccc3C2=O)C(=O)c2cccc([N+](=O)[O-])c2)cc1 | -0.51 | 1 | -0.8 | -6 | -6.7 | 8 | 5 | -0.3 | 19
CC1(C)CC(N2CCOCC2)=CC(=[N+]2CCOCC2)C1 | 0.3 | -2 | 1.4 | -9 | 0.5 | 12 | 6 | 0.8 | 0
CCn1cc(/C=C/C(=O)Nc2ccn(Cc3c(F)c(F)cc(F)c3F)n2)cn1 | 0.15 | 20 | 0.9 | -5 | 78* | 0[fluorescence artefact?] | -9 | -0.8 | 21
NC(=O)C1=C[C@H](c2ccc(Br)cc2)C[C@H](OCc2ccc(CO)cc2)O1 | 0.11 | -1 | 0.0 | 4 | 1.7 | -2 | / | 0.7 | -16
COc1cccc(CC(=O)NCC2(N3CCCCC3)CCCCC2)c1 | 0.78 | -6 | -1.2 | -24 | 0.4 | 1 | 20 | 0.2 | -38
CCOC(=O)c1c(C=O)c(C)n(Cc2ccccc2)c1C | -1.6 | -5 | 0.9 | -22 | -2.1 | 1 | -21 | -0.5 | -8
COc1ccc(NC(=O)NC2(C(=O)N3CCCCCC3)CCCCC2)cc1 | / | 2 | 0.7 | 2 | 0.0 | -3 | -20 | 0.9 | 6
CO/N=C/c1ccc(Oc2ccc(C)cc2)nc1 | / | -9 | -0.1 | -12 | 3.5 | -5 | -12 | 0.6 | 3
CC(=O)c1cccc(Nc2cc(C)nc3c(C)cccc23)c1 | -0.014 | 25 | 0.7 | 0 | 10 | -1 | -11 | 0.4 | 17
CC(Oc1ccc(Cl)cc1)C(=O)/C=C/N(C)C (configuration not stated) | -0.24 | -9 | -0.2 | -21 | -1.1 | -1 | -6 | 0.9 | -61
CCc1ccc(NC(=O)CS(=O)CC(=O)NCC2OCCc3ccccc32)cc1 (configuration not stated) | / | -3 | -0.1 | -5 | -2.2 | 1 | -13 | 1.5 | 26
O=C(CSc1nnnn1-c1ccc2c(c1)OCCO2)N1CCc2ccccc21 | / | -9 | 30 | -12 | -0.3 | -18 | -12 | 2.6 | 28
COc1ccc(NC(=O)CSc2nnc(-c3ccccc3Cl)n2Cc2ccco2)c(OC)c1 | -0.021 | 14 | -0.2 | -12 | -1.5 | 2 | -9 | -0.8 | -5
O=C(Cn1c(=O)oc2cc(S(=O)(=O)N3CCCC3)ccc21)Nc1ccccc1Br | 0.5 | -7 | -0.1 | 2 | 0.4 | 1 | / | 0.4 | 2
Nc1nonc1C(=O)NCCNCc1c(OCc2ccccc2F)ccc2ccccc12 | / | 2 | 1.5 | -2 | 4.2 | 2 | -17 | -2.0 | 22
O=S(=O)(NC1c2cccc3cccc(c23)C1Sc1ncccn1)c1ccccc1 (configuration not stated) | 0.059 | 2 | 0.0 | 11 | 1.2 | 2 | 10 | -0.6 | -1
O=C(NCc1ccco1)C(c1ccccc1F)N(Cc1cccnc1)C(=O)Cn1nnc2ccccc21 (configuration not stated) | 0 | 0 | -1.6 | -6 | 0.2 | 3 | -13 | -0.8 | -18
Cc1cc(C(=O)OCC(=O)Nc2cccnc2Cl)c2ccccc2n1 | -0.47 | -1 | 1.0 | -4 | 0.2 | 6 | -15 | 0.3 | 15
O=c1[nH]c(N/N=C\c2ccc3c(c2)OCO3)nc2ccccc12 | 0.017 | -19 | 71 | 5 | 11 | -2 | -18 | -1.2 | -80
Cc1nc2ccc(S(=O)(=O)NCC(=O)NCc3ccc4c(c3)OCO4)cc2s1 | / | 0 | 4.4 | -11 | 1.2 | 6[fluorescence artefact?] | -7 | 0.9 | -27
C/C(Cl)=C/Cn1c(SCCN2CCOCC2)nc2c1c(=O)[nH]c(=O)n2C | 0.026 | 7 | 0.8 | -14 | 1.6 | -9 | -5 | -0.7 | -26
COc1ccc(C2Oc3ccccc3N2C(C)=O)cc1 (configuration not stated) | 0.82 | -3 | 0.0 | 4 | 6.5 | 1 | -6 | 0.5 | 0
Cc1ccc(S(=O)(=O)CNC(=S)c2ccc3ccccc3c2)cc1 | -0.064 | 1 | 1.1 | 1 | -2.9 | -3 | -11 | 0.7 | 7
O=C(O)[C@H](CO)Nc1ncnc2sc3c(c12)CCC3 | 0.32 | / | 0.5 | 2 | -0.8 | -4 | -20 | -0.2 | -8
COCCNc1nc(C)cc(-c2cc(C(=O)NC3CCCC3)on2)n1 | 0.23 | -6 | -0.4 | -4 | -0.5 | -6 | 13 | / | -24
O=C(Cn1nnc2c(cnn2-c2ccccc2)c1=O)N1CCN(c2ccccc2F)CC1 | -5.5* | -3 | 0.9 | -16 | -2.6 | -1 | -11 | -0.2 | 19
CC1CCCCN1CCCNC(=O)C1CCN(c2nc3ccccc3o2)CC1 (configuration not stated) | 1.4 | 0 | 0.8 | -7 | 2.3 | 1 | -16 | 0.7 | 10
CCOC(=O)c1ccccc1NC(=O)COc1ccccc1 | -0.53 | 4 | 0.1 | -8 | 0.7 | -10[fluorescence artefact?] | -15 | 0.2 | -1
CC(C)(CSc1ncccn1)NS(=O)(=O)c1ccccc1 | 0.78 | -3 | 0.8 | 3 | 0.1 | 1 | -1 | 1.3 | -18
Cc1c(Cl)cnc(NC(=O)COC(=O)c2nn(C)c(=O)c3ccccc23)c1Cl | 0.55 | -15 | 1.1 | -13 | 0.0 | 1 | -8 | 0.1 | -7
c1ccc2c(c1)OCC(c1csc3ncnc(N4CCCCC4)c13)O2 (configuration not stated) | 0.02 | 9 | -0.7 | -4 | -1.2 | 5 | 0 | 0.9 | -169
O=C(NC1CCc2ccccc21)C1CCN(S(=O)(=O)c2ccc(Cl)cc2)CC1 (configuration not stated) | 0.24 | 3 | 0.0 | -4 | 1.0 | 0 | -13 | 0.8 | 3
CCOc1cc(NC(=O)c2cccs2)c(OCC)cc1NC(=O)c1cccnc1 | -0.61 | 28 | -1.1 | 4 | -0.3 | 2 | -32 | 0.6 | -58
